# KCNH2 WT inh: inhibitors of human wildtype KCNH2 potassium channel; 340,000 tested, 0.37% active; activity change, % at 1.84 µM; U2OS, BacMam KCNH2, thallium flux FluxOr; active compounds read low;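 active = maximum activity change below -70%; inconclusive = maximum activity change between -70% and -50%; inactive = maximum activity change above -50%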
#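 U2OS cells transduced with wild-type KCNH2 virus are loaded with FluxOr dye for 45 min, and thallium flux is measured in kinetic reads before and after stimulation buffer. Rate constants are normalized to DMSO controls.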
# B2AR arrestin: beta2AR (human) beta-arrestin recruitment activity; 330,000 tested, 0.02% active; Potency, µM (series often up to 46.1 µM), for inactives: top-dose activation, actives largely listed as activators; AID 492947; beta-arrestin recruitment to beta2AR, cell-based reporter;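 note: potency is the fitted concentration of half-maximal effect; 0% = DMSO controls and full agonism = EC100 isoproterenol or metaproterenol; nearly all actives have a fitted effect of over 65% in size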
# KCNH2 3.1 inh: inhibitors of human KCNH2 3.1 potassium channel isoform. U2OS KCNH2 3.1, thallium flux FluxOr; active compounds read low. activity change, % (tested at about 1.8 µM). AID 720553. 340,000 tested, 0.95% active;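 active = maximum activity change below -70%; inconclusive = maximum activity change from -70% to -50%; inactive = maximum activity change above -50%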;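 note: thallium influx rate constant from kinetic fluorescence after stimulation buffer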
#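 U2OS cells transduced with KCNH2 3.1 mutant virus (1.77 x 10^8 /mL, 4 h), plated overnight at 37 C, loaded 45 min with FluxOr dye plus Red40 quencher. Thallium flux rate constant from kinetic reads after stimulation buffer, normalised to controls.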
# Giardia kill: Giardia lamblia killing. AID 540267. 340,000 tested, 0.15% active. Giardia lamblia trophozoite viability. activity change, % at 7.66 µM, hits read low; in the data active = activity change below about -80%; inconclusive = between about -30% and that limit;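 note: parasites exposed to compound for two days anaerobically before the ATP read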
#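 Compounds were tested on trophozoites seeded at 100 cells/well and held 48 hrs at 37 deg C anaerobically. An ATP-based luminescent kit measured the remaining live cells.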
# GALK inhibitor: blocks human galactokinase activity; P51570; Purified GALK, Kinase-Glo residual ATP luminescence; Potency, µM (top dose mostly 57.5 µM), for the others: at the top dose activity change, negative = inhibition, hits mostly inhibitors; 270,000 tested, 0.007% active; note: potency is the fitted concentration of half-maximal effect
# Target sequence (P51570 whole entry, looked up): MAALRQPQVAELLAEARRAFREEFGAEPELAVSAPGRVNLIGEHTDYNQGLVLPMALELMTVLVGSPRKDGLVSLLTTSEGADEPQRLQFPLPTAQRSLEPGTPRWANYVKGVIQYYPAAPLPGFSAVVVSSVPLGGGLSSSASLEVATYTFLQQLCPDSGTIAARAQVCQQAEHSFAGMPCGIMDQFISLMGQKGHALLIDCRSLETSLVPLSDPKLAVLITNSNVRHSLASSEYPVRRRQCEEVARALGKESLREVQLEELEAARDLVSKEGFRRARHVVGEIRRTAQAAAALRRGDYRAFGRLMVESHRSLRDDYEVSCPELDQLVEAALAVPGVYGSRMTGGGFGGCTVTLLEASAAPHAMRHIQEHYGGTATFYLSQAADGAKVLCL
#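 Luminescence from leftover ATP (Ultra-Glo luciferase/luciferin) served as read-out after a 1 h room-temperature reaction of 5 nM GALK with 35 uM ATP and 100 uM galactose.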
# uPA generation: blocks generation of uPA at the cell surface; cell surface uPA generation assay, qHTS; Potency, µM (series often up to 38.3 µM), for the others: top-dose activity change, negative = inhibition, most hits filed as inhibitors; 330,000 tested, 0.31% active; AID 540303; active = well fitted inhibition curve with a large enough effect; inconclusive = small, poorly fitted or top-dose-only effect; inactive = no such curve, though single readings can be large or run the other way; tested in mouse RAW 264.7 cells; note: potency is the fitted concentration of half-maximal effect; nearly all actives have a fitted effect of over 55% in size
# Eya2 inh: inhibitors of human Eya2 phosphatase activity; O00167; recombinant Eya2, OMFP fluorescence dephosphorylation (OMFP is methylfluorescein phosphate); Potency, µM (series often up to 76.9 µM), for inactives: at the top dose activity, negative = inhibition, usual class: inhibitors; 330,000 tested, 0.006% active; note: potency is the fitted concentration of half-maximal effect
# Target sequence (O00167 whole entry, looked up): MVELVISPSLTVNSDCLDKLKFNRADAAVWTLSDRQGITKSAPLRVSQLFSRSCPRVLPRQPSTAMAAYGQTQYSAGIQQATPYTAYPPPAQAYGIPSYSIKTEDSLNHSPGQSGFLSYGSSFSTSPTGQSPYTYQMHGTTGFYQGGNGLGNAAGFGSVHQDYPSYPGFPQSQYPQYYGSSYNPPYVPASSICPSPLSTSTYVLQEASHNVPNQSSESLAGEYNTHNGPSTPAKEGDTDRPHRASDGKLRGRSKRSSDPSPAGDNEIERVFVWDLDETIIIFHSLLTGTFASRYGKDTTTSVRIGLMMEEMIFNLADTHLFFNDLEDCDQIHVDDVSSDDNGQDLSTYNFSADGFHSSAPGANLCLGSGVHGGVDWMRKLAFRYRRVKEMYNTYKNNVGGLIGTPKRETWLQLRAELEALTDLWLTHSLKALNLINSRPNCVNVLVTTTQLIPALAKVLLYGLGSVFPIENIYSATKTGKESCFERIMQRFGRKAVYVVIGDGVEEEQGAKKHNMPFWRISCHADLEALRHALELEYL
#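 Eya2 protein (added as 0.2 uM solution) was preincubated with compound for 10 min at ambient temperature in 50 mM HEPES pH 7.5, 50 mM NaCl, 5 uM MgCl2, 0.05% BSA, 1 mM DTT. OMFP (added at 50 uM) then reacted 10 min; fluorescence read at 485/525 nm.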
# USP2a inh: blocks human ubiquitin-specific protease USP2a. O75604. USP2 core, Ub-CHOP2 coupled fluorogenic reporter, 485/531. Potency, µM (doses to about 38.3 µM), inactives show at the highest dose activity change, negative = inhibition, hits mostly inhibitors. 330,000 tested, 0.01% active;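 note: potency is the fitted concentration of half-maximal effect; plate controls were DMSO wells for no effect and full inhibition by NEM control for full effect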
#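 Deubiquitinase activity read as fluorescence (485/531 nm) after Ub-CHOP2 cleavage activates the enterokinase reporter on its substrate; USP2 core 10nM, Ub-CHOP2 and substrate 25nM each, 30min compound preincubation then 60min RT; data normalized to NEM, curves fitted.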
# FBPA coupling cs: inhibits coupling enzyme system, counter-screen for aldolase hits; coupling enzyme system counterscreen, AmpLite Red fluorescence; activity change, negative = inhibition, % at 58.2 µM, hits read low; 290,000 tested, 0.67% active; in the data active = activity change below about -30%
#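 Counterscreen lacking aldolase: glyceraldehyde-3-phosphate coupling-enzyme reagent preincubated 10 min at RT with compound (at 57.5 uM final), then substrate/coupling system with AmpLite Red added; fluorescence read at 525/598 nm after 20 min RT.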
# PKM2 activator: increases activity of human pyruvate kinase M2; P14618; Potency, µM (series often up to 57.5 µM), inactives show at the highest dose activation, hits mostly activators; 260,000 tested, 0.34% active; AID 1631; purified PKM2, Kinase-Glo ATP luminescence, activation; response scale: 0% is enzyme alone, no compound; note: potency is the fitted concentration of half-maximal effect; nearly all actives have a fitted effect of over 55% in size
#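 Purified hPK-M2 (>95%) run at intermediate activity with 0.1 mM ADP and 0.5 mM PEP in 50 mM imidazole pH 7.2, KCl, MgCl2; 1 h room temperature. ATP formed read by Kinase-Glo luminescence; normalized to uninhibited and no-enzyme controls.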
# Chronic BCR inh: blocks chronic active B-cell receptor signaling; ABC-DLBCL IkBa-CBG/CBR reporter, luminescence ratio, 4 h; Potency, µM (series often up to 46.1 µM), for inactives: at the top dose ratio change, negative = lower green/red ratio, most hits filed as inhibitors; 340,000 tested, 0.05% active; AID 493014; active = well fitted inhibition curve with a large enough effect in the signal ratio, with a control signal flat, not every such curve was filed as active; inconclusive = small, poorly fitted or top-dose-only effect, or effect the other way, or a change in a side signal; the % refers to the signal ratio;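 note: potency is the fitted concentration of half-maximal effect; plate controls were basal doxycycline-induced cells for no effect and cells given 10 µM MG132 for full effect; MG132 reads +100%, hits lower the ratio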
#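 TMD8 human ABC-DLBCL cells with doxycycline-inducible IκBα–green luciferase fusion and unfused red luciferase, in 0.5% FBS medium; compounds up to 46 uM, 4 h at 37C. Green/red luminescence ratio, filter-overlap corrected, fitted to concentration-response curves.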
# * marks the source's active call; other numbers are inactive results; u = inconclusive; x = no result given; [ ] = another dose, or the depositor's remark. Unless noted, calls come from the whole dose curve; as a rule, active = well fitted curve in the direction sought with a large enough effect; inconclusive = small, poorly fitted or top-dose-only effect, or another doubt; inactive = no such curve, though single readings can be large; an effect the other way counts as inactive or inconclusive. Unless noted, % is set by controls: 0 for no effect and ±100 for the full control effect. Not a hit list, and some 2.4% of all compounds hit somewhere here.
SMILES,KCNH2 WT inh,B2AR arrestin,KCNH2 3.1 inh,Giardia kill,GALK inhibitor,uPA generation,Eya2 inh,USP2a inh,FBPA coupling cs,PKM2 activator,Chronic BCR inh
CC(C)C[C@@H](CSc1ccc(Br)cc1)N1CCN(CC(C)C)CCC1=O,x,0.0%,x,-8,1%,-8%,-19%,1%,2,5%,1%
NC(=O)CC(NC(=O)c1ccccc1)c1ccc(NCCN2CCOCC2)c([N+](=O)[O-])c1 (stereo not given),-15,2.4%,-3,13,x,12%,2%,-3%,-3,-1%,4%
Nc1ncnc2c1ncn2[C@@H]1O[C@H](CNCC#Cc2ccccc2)[C@@H](O)[C@H]1O,0,0.1%,-14,-3,x,u,-2%,4%,x,x,u
CN1CCN(C(CNC(=O)C(=O)NC2CCCC2)c2ccc(F)cc2)CC1 (stereo not given),2,-0.1%,-10,16,x,1%,-25%,0%,x,x,0%
O=C(c1cc(=O)[nH]c2ccccc12)N1CCc2ccccc2C1,0,-0.7%,2,-7,-1%,2%,9%,10%,-4,-2%,-18%
COc1ccccc1NC(=O)c1cccc(N2C(=O)C3C4C=CC(C4)C3C2=O)c1 (stereo not given),2,0.4%,13,-21,6%,3%,4%,1%,4,1%,u
O=C(c1ccc(Cl)c([N+](=O)[O-])c1)N1CCN(S(=O)(=O)c2ccc(Cl)cc2)CC1,10,-0.5%,-6,-2,x,u,-3%,0%,x,x,-2%
CC12CC(NC(=O)N1c1cccc(C(=O)N3CCN(c4ccccc4)CC3)c1)c1ccccc1O2 (stereo not given),-3,-0.2%,-3,-30,3%,-2%,-5%,-2%,3,12%,-2%
CCCCOc1ccc(-c2cnc3ccccc3n2)cc1,-8,-0.1%,4,13,2%,3%,-8%,4%,1,-13%,u
CCCCn1c(N)c(N(CC(C)C)C(=O)c2ccc(S(=O)(=O)N3CCC(C)CC3)cc2)c(=O)[nH]c1=O,-19,-1.7%,0,13,x,5%,-26%,-2%,x,x,5%
O=C(CSc1nnc2ccccn12)NNC(=O)c1ccccc1F,10,-1.0%,-8,-3,x,2%,u,1%,x,x,1%
O=C(COC(=O)CNC(=O)c1ccc(Cl)cc1Cl)NC1CCCCC1,4,0.4%,6,-8,3%,-12%,6%,2%,x,x,-14%
CCSC1=C(C#N)C2(CCCCC2)C(C#N)=C(N)N1,-14,-0.4%,-9,-3,-1%,-7%,10%,1%,-2,0%,-7%
c1ccc2nc(-c3ccc(N4CCOCC4)cc3)ccc2c1,-13,-0.9%,-9,u,4%,-8%,-6%,0%,-6,-28%,u
Cc1nnc(NC(=O)c2ccc(F)c(S(=O)(=O)N3CCOCC3)c2)s1,12,-0.6%,-19,17,x,-5%,7%,-1%,x,x,2%
CN(C)c1ccnc2sc(C(=O)c3ccccc3)c(N)c12,-4,-0.3%,9,0,-2%,-20%,-3%,-1%,-1,6%,u
CCOCCCNC(=O)NC12CC3CC(CC(C3)C1)C2,-10,0.1%,1,1,4%,x,-4%,0%,2,0%,u
COc1ccc2nc(NC3=NC(C(=O)Nc4ccc(C)cc4)CC(=O)N3)nc(C)c2c1 (stereo not given),x,-0.9%,x,x,x,x,4%,0%,0,1%,-1%
CC(C)c1cc(NCc2ccccn2)n2c(nc3ccccc32)c1C#N,2,-0.4%,6,-1,-1%,-2%,10%,2%,1,-5%,6%
Cc1ccc([N+](=O)[O-])cc1-c1ccc(/C=N/NC(=O)CN2CCOCC2)o1,4,-0.5%,-8,13,6%,-92%,-27%,1%,1,1%,u
O=C(CCc1nc2ccccc2[nH]c1=O)OCC(=O)c1cccc2ccccc12,x,-0.3%,x,x,0%,x,-12%,-1%,-3,-3%,u
CC(C)CNC(=S)NNC(=O)CC(C)O (stereo not given),-3,-0.3%,-11,-23,0%,1%,-5%,1%,-2,-7%,4%
O=C(COC(=O)c1cc(S(=O)(=O)N2CCOCC2)ccc1F)NC1CC1,2,0.0%,17,48[activator],x,3%,-5%,7%,x,x,u
COc1cc(C(=O)N2CCN(C(=O)C(Cc3cc(C)ccc3C)NC(C)=O)CC2)cc(OC)c1OC (stereo not given),-1,-0.2%,1,-3,0%,-4%,5%,-1%,2,1%,0%
CN1CCN(C(=O)CCC(=O)c2ccc(F)cc2)CC1,2,0.1%,-3,7,0%,1%,3%,3%,1,-2%,u
CC(C)=C1C2CCC1C1C(=O)N(c3ccc4c(c3)OCO4)C(=O)C21 (stereo not given),-1,-0.6%,22,18,0%,4%,9%,2%,-2,-2%,0%
CC(C)c1ccc(NC(=O)CN2C(=O)COc3ccc(S(=O)(=O)N4CCOCC4)cc32)cc1,-12,-0.8%,5,-10,6%,0%,1%,0%,x,x,3%
COC(=O)CNC(=O)c1ccc(C)s1,-11,0.3%,17,16,-2%,-4%,-4%,3%,0,-10%,-8%
Cc1ccc(CNC(=O)CCC2CCCN(Cc3ccc4cccc(F)c4n3)C2)o1 (stereo not given),7,-0.8%,-23,-1,1%,-3%,-2%,2%,2,4%,-1%
Cn1nc([N+](=O)[O-])c2c(-c3nc4ccccc4s3)c(N)n(C3CCCCC3)c2c1=O,20,0.4%,9,-5,-1%,4%,3%,6%,-7,6%,12%
CCOC(=O)c1ccc(NC(=O)N2CCCCC2)cc1,-5,-0.2%,-3,u,0%,-5%,-36%,2%,4,2%,u
CSCC[C@H](NC(=O)C1CCN(C(=O)[C@@H](N)Cc2ccccc2)CC1)C(=O)O,-10,-0.1%,-7,24,-3%,6%,5%,0%,0,x,2%
CC(Oc1ccc(Cl)cc1Cl)c1nc(-c2ccc(NC(=O)c3ccncc3)cc2)no1 (stereo not given),-4,-0.2%,-4,11,-3%,x,-14%,-11%,1,-18%,3%
C/C(=N/OC(=O)c1c(-c2c(Cl)cccc2Cl)noc1C)c1cnccn1,-10,-1.0%,-7,-8,0%,1%,5%,1%,0,6%,-1%
CCC(CC)C(=O)NCCNC(=O)C(CC)CC,11,-0.1%,9,10,-1%,2%,2%,0%,-1,5%,-1%
O=[N+]([O-])c1ccc(-c2ccc(/C=N/n3cnnc3)o2)c(Br)c1,1,-0.4%,6,u,-7%,-9%,2%,1%,-4,1%,u
COc1cc(/C=C/C(=O)Nc2nc3ccc(S(=O)(=O)N(C)C)cc3s2)cc(OC)c1OC,9,0.0%,7,22,-4%,3%,0%,-6%,0,-1%,-4%
Clc1cccc(Cl)c1CON/C=N/c1ncnc2sccc12,-3,-0.1%,0,-12,-3%,-15%,4%,3%,-1,12%,u
CC(OC(=O)c1ccc(S(=O)(=O)N(C)c2ccccc2)cc1)C(=O)NCCC1=CCCCC1 (stereo not given),-2,-0.8%,-19,-5,1%,3%,2%,-4%,-1,0%,-1%
N#Cc1c(N2C(=O)C3C4C=CC(C4)C3C2=O)sc2c1CCC2 (stereo not given),0,0.3%,6,11,0%,-2%,20%,0%,2,1%,u
CN(Cc1ccccc1)C(=O)[C@@H]1CCCN1S(=O)(=O)c1ccc(Cl)cc1,-2,0.2%,4,-4,2%,-9%,-4%,1%,0,-1%,14%
C[C@]12CCC(O)CC1CCC1C2CC[C@]2(C)C(c3cc(C(F)(F)F)n[nH]3)CCC12 (stereo not given in full),-2,-1.1%,10,5,2%,-9%,-5%,3%,2,5%,5%
Cc1ccc(S(=O)(=O)N2[C@@H](c3ccc(C#N)cc3)C(C(=O)O)=C[C@H]2CC2CCCC2)cc1,4,-0.6%,-5,4,x,10%,-4%,-5%,x,x,-4%
CNS(=O)(=O)c1cccc(C(=O)OCC(=O)NC2CCCC2)c1,4,0.1%,3,-3,1%,7%,13%,3%,-1,x,1%
CCn1c(SCC(=O)N/N=C/C=C/c2ccco2)nnc1-c1ccccc1,5,-0.9%,-3,-4,1%,-3%,1%,-2%,1,17%,0%
CC1=Nn2c(nnc2-c2ccc(F)cc2)SC1,-2,-0.6%,6,-4,-1%,0%,3%,0%,3,14%,-1%
Cc1ccc(COc2ccsc2C(=O)NNC(N)=S)cc1,-8,-0.8%,10,18,-1%,5%,-24%,2%,-1,7%,u

# Screening results from PubChem.
